Cav32 inh = Cav3.2 calcium influx blockers – cell-based, Fluo-4 calcium fluorescence, FDSS, MLSMR library, primary screen; hit rate 4% among 100,000; AID 449739, 2010; B-score at 10 µM; Cav3.2-expressing cells; stronger effect = lower value; Voltage-dependent T-type calcium channel subunit alpha-1H (Homo sapiens), O95180;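 active = single-dose well whose peak fluorescence ratio is a statistical outlier from its plate by either plate-standardised score or position-corrected B-score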
Target sequence (O95180 whole entry, looked up): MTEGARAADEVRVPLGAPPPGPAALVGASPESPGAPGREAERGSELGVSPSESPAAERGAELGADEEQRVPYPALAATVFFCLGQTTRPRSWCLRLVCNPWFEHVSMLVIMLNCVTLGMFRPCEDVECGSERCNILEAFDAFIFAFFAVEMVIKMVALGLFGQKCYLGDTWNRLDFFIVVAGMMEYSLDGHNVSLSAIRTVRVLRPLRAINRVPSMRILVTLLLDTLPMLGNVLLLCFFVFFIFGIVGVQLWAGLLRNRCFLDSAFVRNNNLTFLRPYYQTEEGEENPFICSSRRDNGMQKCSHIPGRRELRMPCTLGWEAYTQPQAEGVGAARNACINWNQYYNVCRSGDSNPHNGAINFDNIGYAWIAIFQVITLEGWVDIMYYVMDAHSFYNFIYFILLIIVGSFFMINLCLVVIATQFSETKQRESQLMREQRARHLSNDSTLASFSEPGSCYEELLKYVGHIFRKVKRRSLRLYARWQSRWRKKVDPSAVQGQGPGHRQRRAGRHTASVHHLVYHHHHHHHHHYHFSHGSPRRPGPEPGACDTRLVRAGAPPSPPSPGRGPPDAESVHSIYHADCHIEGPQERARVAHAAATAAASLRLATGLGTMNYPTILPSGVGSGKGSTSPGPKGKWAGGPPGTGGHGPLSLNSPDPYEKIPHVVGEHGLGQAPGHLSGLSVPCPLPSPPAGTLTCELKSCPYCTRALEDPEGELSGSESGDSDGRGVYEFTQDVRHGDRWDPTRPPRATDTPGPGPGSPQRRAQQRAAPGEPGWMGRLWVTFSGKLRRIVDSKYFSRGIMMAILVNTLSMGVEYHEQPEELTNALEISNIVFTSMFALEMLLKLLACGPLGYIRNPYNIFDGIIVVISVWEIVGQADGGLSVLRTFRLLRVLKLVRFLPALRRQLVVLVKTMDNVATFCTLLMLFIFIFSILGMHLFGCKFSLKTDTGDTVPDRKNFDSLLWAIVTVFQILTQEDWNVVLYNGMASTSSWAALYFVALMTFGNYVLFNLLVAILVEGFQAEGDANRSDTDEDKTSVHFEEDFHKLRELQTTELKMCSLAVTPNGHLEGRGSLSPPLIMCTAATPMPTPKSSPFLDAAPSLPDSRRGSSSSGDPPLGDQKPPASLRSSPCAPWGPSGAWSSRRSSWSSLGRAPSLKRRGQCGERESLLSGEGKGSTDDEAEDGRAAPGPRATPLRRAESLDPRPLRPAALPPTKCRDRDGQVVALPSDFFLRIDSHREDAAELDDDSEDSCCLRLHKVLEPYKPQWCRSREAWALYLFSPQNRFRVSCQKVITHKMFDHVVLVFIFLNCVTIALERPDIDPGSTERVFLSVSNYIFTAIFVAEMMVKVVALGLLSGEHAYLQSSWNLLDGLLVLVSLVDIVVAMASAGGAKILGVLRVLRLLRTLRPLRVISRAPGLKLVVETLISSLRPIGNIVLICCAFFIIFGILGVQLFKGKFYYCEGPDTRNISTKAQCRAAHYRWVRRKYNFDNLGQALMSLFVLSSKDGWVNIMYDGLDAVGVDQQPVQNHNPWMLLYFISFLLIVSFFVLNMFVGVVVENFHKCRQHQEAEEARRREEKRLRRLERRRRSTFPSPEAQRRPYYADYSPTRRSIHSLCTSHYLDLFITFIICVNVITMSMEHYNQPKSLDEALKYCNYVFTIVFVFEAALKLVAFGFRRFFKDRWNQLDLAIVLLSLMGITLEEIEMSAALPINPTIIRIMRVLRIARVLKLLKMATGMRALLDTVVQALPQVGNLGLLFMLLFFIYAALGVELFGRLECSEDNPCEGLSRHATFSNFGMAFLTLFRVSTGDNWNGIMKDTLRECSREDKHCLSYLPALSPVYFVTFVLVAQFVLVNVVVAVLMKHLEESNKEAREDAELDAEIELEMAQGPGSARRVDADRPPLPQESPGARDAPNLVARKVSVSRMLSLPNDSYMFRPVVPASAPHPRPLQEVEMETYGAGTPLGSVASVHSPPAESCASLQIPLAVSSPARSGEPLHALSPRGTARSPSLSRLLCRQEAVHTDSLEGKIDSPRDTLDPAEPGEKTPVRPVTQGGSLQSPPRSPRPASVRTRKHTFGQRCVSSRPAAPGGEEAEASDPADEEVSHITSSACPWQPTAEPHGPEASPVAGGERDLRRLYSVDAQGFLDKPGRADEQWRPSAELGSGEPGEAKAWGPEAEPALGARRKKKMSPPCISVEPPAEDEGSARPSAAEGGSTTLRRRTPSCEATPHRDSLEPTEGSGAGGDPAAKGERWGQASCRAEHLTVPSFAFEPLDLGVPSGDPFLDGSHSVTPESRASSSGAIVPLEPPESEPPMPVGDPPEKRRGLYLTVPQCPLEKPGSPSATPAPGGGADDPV
An asterisk follows results filed as active.

SMILES	Cav32 inh
COc1ccc(CN2CC(C(=O)NCCc3ccccc3)CC2=O)cc1 (stereo not given)	0.467
O=C(CCC(=O)Nc1ccccc1)NCCO	0.736
CCn1c(CCNC(=O)c2ccccc2Cl)n[nH]c1=S	-0.386
Cc1ccc(SCC(=O)NC(=O)NCc2ccco2)c(C)c1	-3.08
COc1ccc(OC)c(C(c2nnnn2Cc2ccccc2)N2CCC(C(N)=O)CC2)c1 (stereo not given)	0.39
COc1cc(NC(=O)c2ccc(Cl)cc2)c(OC)cc1Cl	0.123
CC(C)c1cc(C(=O)Nc2sc3c(c2C#N)CCC3)no1	-1.33
CCN(C(N)=S)c1ccccc1	-0.977
CN1CCN(c2nc(-c3ccccc3)c3cc(Cl)ccc3n2)CC1	0.164
CC(C)COC(=S)Nc1ccccc1	-0.747
CC(=O)Nc1cccc(-c2nnc3n2CC(C)S3)c1 (stereo not given)	0.808
O=C(CC(c1ccccc1)c1ccccc1)Nc1ncn[nH]1	0.874
OC(c1cccc(OCc2ccccc2)c1)c1nnc(-c2ccccc2)o1 (stereo not given)	0.218
CCn1cc(C(=O)N2CCCC2)c(=O)c2cc(S(=O)(=O)N3CCOCC3)ccc21	0.26
Cc1onc(-c2c(F)cccc2Cl)c1C(=O)NCCCN1CCOCC1	0.524
O=C(COC(=O)CCc1ccccc1)Nc1ncc(Cl)cc1Cl	0.0379
Nc1c2c(nc3ccccc13)CCC2	0.234
CCCCN(C)C(=O)C(Cc1ccccc1)NS(=O)(=O)c1ccc2c(c1)c(=O)n(C)c(=O)n2C (stereo not given)	-0.0655
Cc1sc2ncn(CC(=O)NCCCC(=O)N3CCN(c4ccccn4)CC3)c(=O)c2c1C	1.24
CCOC(=O)c1nnsc1NC(C)=O	0.0205
COc1ccc(NC(=O)c2cccc(NC(=O)c3ccco3)c2)c(OC)c1	-2.2
CCC(=O)Nc1ccccc1N1CCN(S(C)(=O)=O)CC1	-0.115
CC(C)CC(c1nnnn1C(C)C)N1CCN(c2ccccc2)CC1 (stereo not given)	-0.0851
Cc1nc2ccccn2c1C(=O)N/N=C/c1cc(C)n(-c2ccc(Br)cc2)c1C	-1.7
O=C(C1CCN(S(=O)(=O)N2CCOCC2)CC1)N1CCN(Cc2ccccc2)CC1	0.0171
CC(=O)Nc1ccc(OCC(=O)NC(C)C(C)C)cc1 (stereo not given)	0.107
COc1ccc(OC)c(-c2cc(C(=O)N3CCN(c4ncccn4)CC3)c3ccccc3n2)c1	-0.345
O=C(CSC1=NCCS1)Nc1ccc(S(=O)(=O)N2CCCCCC2)cc1	-4.44*
COc1ccccc1CNC(=O)CNCC1CCCO1 (stereo not given)	0.377
COc1ccc(NC(=O)CN2CCN(S(=O)(=O)c3ccc(Cl)cc3)CC2)cc1	-0.871
CCc1ccc(C2CC(c3ccc(C)cc3)Nc3nc(N)nn32)cc1 (stereo not given)	-0.0281
Cc1ccc(-c2cc3nc(-c4ccccc4)cc(N)n3n2)cc1	0.581
CCOC(=O)c1c(C)c(C(=O)NCCN2CCOCC2)c(C)n1CC	-0.0443
CCOC(=O)N1CCN(Cc2cc(=O)oc3cc4c(cc23)CCC4)CC1	0.577
CN1CCN(C(=O)c2ccc(C3SCC(=O)N3Cc3ccco3)cc2)CC1 (stereo not given)	-0.452
O=C(COc1ccccc1)NCCc1cn2ccsc2n1	0.153
Cn1c(=O)c2c(nc(N3CCCCCC3)n2CC(O)COc2ccccc2)n(C)c1=O (stereo not given)	-1.54
COCc1cc(C)nc(OCC(=O)N/N=C/c2cccc(OC)c2)c1C#N	0.902
CCN1C(=O)N/C(=C/c2ccc(Sc3ccc(C)cc3)o2)C1=O	-1.1
COc1ccc2c(c1)C1C=CCC1C(c1cc3c(cc1Br)OCO3)N2 (stereo not given)	0.275
Cc1[nH]ccc(=O)c1OCc1c(Cl)cccc1Cl	-0.168
Cc1ccc(C(=O)Nc2nccc(-c3cccs3)n2)cc1	0.116
CC1CCN(C(C(=O)Nc2ccc(C(C)C)cc2)c2ccc3c(c2)OCO3)CC1 (stereo not given)	-0.51
COc1ccc(C[C@H]2CN3C(=NC[C@@H]3Cc3ccc(O)cc3)N2C[C@H](C)NC(=O)c2ccc(C)c(Br)c2)cc1	-2.64
O=C(c1ccccc1-c1nc2ccccc2[nH]1)N1CCCCC1	0.269
Cc1cccc(OCc2nc(C)cc(=O)[nH]2)c1	0.607
Cn1cccc1-c1nc2ccc(NC(=O)c3ccccc3)cc2[nH]1	-2.95
Cc1sc2c(c1C)C(=O)NC(c1cccc(O)c1)N2 (stereo not given)	-0.7
Cc1ccc(Cl)cc1NC(=O)Cn1cc2c(n1)CCCC2	-1.36
Cc1ccc(N=Cc2c(O)n(C)c(=O)n(C)c2=O)nc1	0.0374
Cc1ccc(Cl)cc1-n1c(=O)cc(N2CCN(C(=O)c3ccco3)CC2)[nH]c1=O	0.255
CC(C)(C)C(=O)N1CCC(O)(CS(=O)(=O)Cc2ccc(Cl)cc2)CC1	0.601
CSCCC(NC(=O)C1CCC(C)CC1)C(=O)O (stereo not given)	-0.177
c1ccc2c(c1)NC1(CCCCCC1)n1c-2nc2ccccc21	-1.32
Clc1nc2ccccc2cc1-c1nnn(-c2ccccc2)n1	-1.14
N#Cc1cc2c(nc1SCC(=O)Nc1sc3c(c1C#N)CCC3)CCCCC2	-0.0344
COc1ccc(N(C)C(=O)CC2(CC(=O)O)CCCCC2)cc1	0.412
CCOC(=O)CCSc1nnc(-c2cccnc2)n1-c1ccccc1OC	0.694
Cc1occc1C(=O)Nc1cc(=O)n(C)c(=O)n1C	0.282
CC(C)(C)P(=O)(CO)c1ccccc1 (stereo not given)	0.662

Some of the entries above in another layout:
Cav32 inh	SMILES
0.412	COc1ccc(N(C)C(=O)CC2(CC(=O)O)CCCCC2)cc1
0.662	CC(C)(C)P(=O)(CO)c1ccccc1 (stereo not given)
-1.32	c1ccc2c(c1)NC1(CCCCCC1)n1c-2nc2ccccc21
0.601	CC(C)(C)C(=O)N1CCC(O)(CS(=O)(=O)Cc2ccc(Cl)cc2)CC1
0.0374	Cc1ccc(N=Cc2c(O)n(C)c(=O)n(C)c2=O)nc1
0.255	Cc1ccc(Cl)cc1-n1c(=O)cc(N2CCN(C(=O)c3ccco3)CC2)[nH]c1=O

Carrying on:
SMILES	Cav32 inh
COc1ccc(OCC(O)CNC(=O)c2ccccc2C(=O)O)cc1 (stereo not given)	0.85
CN(C)c1nc(N)nc(CSc2nnnn2-c2ccc(F)cc2)n1	0.151
Cc1ccc(N/C(CSC(N)=O)=N\S(=O)(=O)c2ccc(C)cc2)cc1	-0.765
Cn1c(CNC(=O)c2ccco2)nnc1SCC(=O)N1c2ccccc2Sc2ccccc21	-0.47
COc1ccc(S(=O)(=O)N(C)CC(=O)N2CCN(C)CC2)cc1C	-0.528
Cc1cc(OCCN2CC(C)OC(C)C2)ccc1[N+](=O)[O-] (stereo not given)	0.404
Cc1ccccc1-c1ccc(C(=O)Nc2cccc(F)c2)o1	-2.14
CC(=O)N1CCc2cc(S(=O)(=O)NCCN3CCC(C)CC3)ccc21	1.12
Cc1cc(C)nc(SCc2nnc(SCC(=O)Nc3nccs3)n2Cc2ccco2)n1	-0.375
CN(C)c1cccc(NC(=O)CCc2ccccc2)c1	-0.0153
CC(C(N)=O)N1C(=O)c2cccc3cccc1c23 (stereo not given)	0.125
COCCn1nnnc1CN(CCc1ccccc1)Cc1cc2ccc(C)cc2[nH]c1=O	-2.31
Cc1cccc(N(C(=O)c2csnn2)C(C(=O)NC(C)(C)C)c2cccs2)c1 (stereo not given)	-0.00122
Cc1c(Cl)cccc1NC(=O)CN1CCC(NC(=O)C2CCCCC2)CC1	-1.13
CCn1nnnc1-c1ccc(OC)c(S(=O)(=O)NCCc2ccccc2)c1	0.866
Cc1ccc(OCC(=O)NNC(=O)C(C)Sc2ncnc3sc(C)c(C)c23)cc1 (stereo not given)	-2.92
N#CC1=C2SCN(Cc3ccco3)CN2C(=O)CC1c1ccccc1F (stereo not given)	0.519
COCCn1c(=O)[nH]c2cc(C(=O)NCCN3CCN(c4ccccc4F)CC3)ccc2c1=O	0.275
Cc1[nH]n(-c2cccc(Cl)c2)c(=O)c1/C=N/n1c(C)nc2ccccc2c1=O	-5.96*
Cc1onc(-c2c(F)cccc2Cl)c1C(=O)Nc1nc2ccccc2[nH]1	-0.349
O=C(CN1C(=O)CSC1=O)Nc1ccc(C(=O)O)cc1	0.0238
COc1cccc(C(=O)N(Cc2ccc(N(C)C)cc2)C2CCS(=O)(=O)C2)c1 (stereo not given)	0.776
CCCCCCCOc1ccc(OC(=O)c2cccnc2)cc1	-0.0194
CCS(=O)(=O)N1CCN(C(=O)c2cccc(OC)c2)CC1	-1.01
CC(=O)c1cccc(N(CC(=O)N2CCCC2)S(C)(=O)=O)c1	-0.444
CCOC(=O)N1CCN(C(=O)CN(C2CCCCC2)S(=O)(=O)c2ccc(F)cc2)CC1	0.166
O=C(O)CN1CCN(Cc2ccccc2Cl)C1=O	0.279
CCN1CCC(=NNC(=O)c2ccco2)CC1	0.702
O=S1(=O)c2ccccc2N=NN1Cc1ccc(Cl)c(Cl)c1	-0.0341
Cc1occc1C(=O)Nc1sc2c(c1C(N)=O)CCC(C(C)(C)C)C2 (stereo not given)	-0.539
CCc1ccccc1NC(=O)N1C2CCCC1CC(NC(C)=O)C2 (stereo not given)	0.208
CCN(CC)C(=O)c1sc(NC(=O)Cc2ccc(OC)cc2)c(C#N)c1C	0.476
Cc1ccc(Nc2ccc(C(=O)O)cc2N)cc1	0.581
NC(=O)c1c(NC(=O)CSc2nnc(-c3ccco3)n2-c2ccccc2)sc2c1CCC2	0.601
COc1ccc2ccccc2c1CN1CCN(Cc2ccccc2)CC1	0.12
COC(=O)/C=c1/s/c(=C(\C#N)C(=O)NCc2ccco2)n(-c2ccccc2)c1=O	0.653
CCn1c(CNc2ccc(C(=O)O)cc2)nc2ccccc21	0.779
Cc1nn(-c2ccccc2)c2c1C1(C(=O)N(C(C)C)c3ccccc31)C(C#N)=C(N)O2 (stereo not given)	-2.05
Cc1nn(-c2ccc(F)cc2)c(C)c1NS(=O)(=O)c1ccc(Cl)cc1	-1.89
O=C(c1ccc2c(c1)OCO2)N(c1ccc(Cl)cc1)C1C=CS(=O)(=O)C1 (stereo not given)	-1.85
CCc1ccc(OCC(=O)N(C)C)c(Br)c1	0.437
COc1cc(O)c(C(CC(=O)N2CCCCC2)c2ccc(N(C)C)cc2)c(OC)c1 (stereo not given)	0.824
COc1ccc(-c2nsc3c(N4CCCCC4)ncnc23)cc1	0.452
CCOc1cccc(N2C(=O)CC(N3CCN(c4nc5ccccc5s4)CC3)C2=O)c1 (stereo not given)	-0.709
O=C(Nc1cccn(Cc2c(Cl)cccc2Cl)c1=O)c1ccccc1Cl	-2.88
C=C(C)C(=O)Nc1cccc(C2=NOC3(C2)C[C@H](C(N)=O)N(C(=O)/C=C/C)C3)c1 (stereo not given in full)	0.663
COC(=O)C1=C(Nc2ccc(OC)cc2)C=C(C)C(C(=O)OC)C1c1ccc(C)cc1 (stereo not given)	-5.75*
COC(=O)c1cc2occc2n1CC(=O)Nc1cc(OC)cc(OC)c1	0.263
Cn1c(Cn2cnc3ccccc32)nc2ccccc21	0.283
O=C(CCN1C(=O)c2ccccc2C1=O)Nc1cccc(S(=O)(=O)N2CCCCC2)c1	-1.66
CCOc1cccc(=O)c2c(C)oc(C)c12	-1.03
COc1cc(OC)c(C2SCCN2S(=O)(=O)c2ccc(F)cc2)cc1OC (stereo not given)	-1.03
O=C(Nc1ccc(Cl)c(C(F)(F)F)c1)N1CCCC(O)C1 (stereo not given)	0.903
O=C(NC(=O)N1CCN(c2ccccc2F)CC1)c1ccccc1	0.73
CCN1CCN(c2cc(C)c3cc(NC(=O)c4ccncc4)ccc3n2)CC1	0.985
C=CCn1c(SCC(C)=O)nnc1-c1cc(-c2ccccc2)sc1N	-1.46
Cc1noc(C)c1C(=O)N1CCc2ccccc21	0.485
CCCCCCNS(=O)(=O)c1ccccc1Br	-1.42
CCCCC1(Cc2ccc(OC)c([N+](=O)[O-])c2)C(=O)N(c2ccccc2)N(c2ccccc2)C1=O	-3.64*
Cc1ccc2nc3n(c(=O)c2c1)CCCCC3	0.295

Shown with values ahead of the structure: entries from further up.
Cav32 inh	Structure
-1.66	O=C(CCN1C(=O)c2ccccc2C1=O)Nc1cccc(S(=O)(=O)N2CCCCC2)c1
-1.03	CCOc1cccc(=O)c2c(C)oc(C)c12

A second format for some results above:
| Cav32 inh | structure |
| --- | --- |
| -1.14 | Clc1nc2ccccc2cc1-c1nnn(-c2ccccc2)n1 |
| -0.0344 | N#Cc1cc2c(nc1SCC(=O)Nc1sc3c(c1C#N)CCC3)CCCCC2 |
| 0.412 | COc1ccc(N(C)C(=O)CC2(CC(=O)O)CCCCC2)cc1 |
| 0.694 | CCOC(=O)CCSc1nnc(-c2cccnc2)n1-c1ccccc1OC |

Other entries follow.
SMILES	Cav32 inh
CCCCn1nnnc1SCC(=O)c1cc(Cl)ccc1OC	-3.51
CCC(c1nnnn1CCc1ccccc1)N1CCN(c2ccc(OC)cc2)CC1 (stereo not given)	-2.1
CCS(=O)(=O)n1nc(-c2ccccc2)nc1NCc1ccco1	-1.4
Cc1ccccc1NC(C)C(=O)N/N=C/c1ccccc1OCc1cccc(Br)c1 (stereo not given)	-6.38*
COc1ccc(-c2nc(-c3ccc(C(=O)O)cc3)no2)cc1	0.771
Cc1cc(C(F)F)n2nc(C(=O)Nc3ccc(S(=O)(=O)N4CCCCCC4)cc3)nc2n1	0.898
Cn1c(-c2nnn(-c3ccc(F)cc3)n2)cc2ccccc21	-0.00727
O=C1CC(c2ccco2)CC(O)=C1C=Nc1cc(Cl)cc(Cl)c1 (stereo not given)	0.62
CCn1c(SCC(=O)Nc2sc3c(c2C#N)CCCC3)nnc1-c1ccco1	0.456
Cc1nn(-c2cc(N3CCCCCC3)ccc2[N+](=O)[O-])c(=O)c2ccccc12	0.0084

These rows are one share of the data; count on the stated rates, not on these rows.
